MEP2-GFP yeast = alters MEP2-GFP fluorescence in TOR pathway yeast screen; S. cerevisiae MEP2-GFP strain, flow cytometry GFP, 3 h; 100% = DMSO control level; AID 2016; 330,000 compounds, 0.51% hits; GFP response vs DMSO, % at 10 µM;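 active = GFP response versus DMSO above a set limit, roughly screen mean plus 3 SD, cut at about 180% in these data; inconclusive = fewer than 70 cells counted for a yeast strain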;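 note: median GFP fluorescence of the barcode-gated MEP2-GFP cells per well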
LAP4-GFP MLPCN = alters LAP4-GFP fluorescence in TOR pathway yeast screen. AID 2023. 320,000 compounds, 0.34% hits. S. cerevisiae LAP4-GFP multiplex, flow cytometry GFP, 3 h; median GFP as percent of DMSO wells. GFP response vs DMSO, % at 10 µM;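 active = GFP response vs DMSO above a set limit, about the screen mean plus 3 SD, cut at about 150% in these data; inconclusive = under 70 cell events counted for the yeast strain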
RPL19A-GFP yeast = alters RPL19A-GFP fluorescence in TOR pathway yeast screen | S. cerevisiae RPL19A-GFP strain, flow cytometry, 3 h; stronger effect = lower value | percent response vs DMSO, % at 10 µM | 330,000 compounds, 0.3% hits | AID 2025;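 active = percent response vs DMSO below 50%; inconclusive = fewer than 70 events counted for the yeast strain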;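 note: median channel GFP fluorescence of the barcoded RPL19A-GFP strain; ratio of sample median GFP to plate DMSO average so 100% = DMSO; lower means less RPL19A-GFP as with rapamycin TOR inhibition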
JMJD2C inh = blocks human GASC-1 demethylase activity. GST-JMJD2C(1-420) H3K9me3 demethylation, DELFIA europium. AID 2099. Q9H3R0. inhibition, % at 2.35 µM. 330,000 compounds, 0.069% hits;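 active = more than half of a compound's replicate wells show inhibition beyond 50%, single wells judged on their own value; inconclusive = some, but no more than half, of replicates pass 50% inhibition; inactive = no replicate passes 50% inhibition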;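 note: signal counts dimethyl H3K9 product captured on neutravidin plate; 0% = median of DMSO wells and 100% = 0.3 times that DMSO median; strong numbers were not always called active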
CR mimetic SO = yeast age-related superoxide inhibition as caloric restriction mimetic; S. cerevisiae aged cells, superoxide DHE fluorescence; stronger effect = lower value; superoxide response (% of plate mean), % at 10 µM; 330,000 compounds, 0.18% hits;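 active = superoxide response under a set limit, about three screen SD below normal, cut at about 65% in these data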;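 note: yeast aged for seven days with compound at 30 °C before DHE staining; 100% = average MFI of all compound-treated wells on the plate with controls excluded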
AHR act = activators of human aryl hydrocarbon receptor; P35869; activation, % at 5 µM; 320,000 compounds, 2.5% hits; AHR-responsive luciferase reporter cells, luminescence; in the data active = activation above about 47%;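 note: 0% = vehicle wells and 100% = reference agonist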
Target sequence (P35869 whole entry, looked up): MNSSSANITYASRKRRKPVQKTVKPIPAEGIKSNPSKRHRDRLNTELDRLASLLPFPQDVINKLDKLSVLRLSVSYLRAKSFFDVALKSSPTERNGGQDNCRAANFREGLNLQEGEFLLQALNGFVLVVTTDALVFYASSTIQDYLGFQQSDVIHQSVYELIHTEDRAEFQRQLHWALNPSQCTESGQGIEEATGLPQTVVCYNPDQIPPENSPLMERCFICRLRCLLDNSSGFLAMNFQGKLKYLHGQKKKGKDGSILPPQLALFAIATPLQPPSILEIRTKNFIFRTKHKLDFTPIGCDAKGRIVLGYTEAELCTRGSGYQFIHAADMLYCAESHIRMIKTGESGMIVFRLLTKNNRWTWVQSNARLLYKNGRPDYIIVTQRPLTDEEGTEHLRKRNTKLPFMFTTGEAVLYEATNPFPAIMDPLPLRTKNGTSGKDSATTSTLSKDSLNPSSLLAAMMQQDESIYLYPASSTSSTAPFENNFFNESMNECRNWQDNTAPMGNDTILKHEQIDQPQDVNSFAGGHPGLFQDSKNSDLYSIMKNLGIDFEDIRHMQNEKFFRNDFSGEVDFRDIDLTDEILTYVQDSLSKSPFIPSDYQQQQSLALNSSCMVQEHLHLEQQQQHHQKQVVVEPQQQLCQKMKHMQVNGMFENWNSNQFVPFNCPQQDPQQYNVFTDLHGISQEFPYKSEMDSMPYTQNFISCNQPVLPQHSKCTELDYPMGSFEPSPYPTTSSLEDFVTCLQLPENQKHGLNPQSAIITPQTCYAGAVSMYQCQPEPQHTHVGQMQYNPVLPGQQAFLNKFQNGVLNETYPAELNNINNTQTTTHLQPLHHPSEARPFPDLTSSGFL
procasp7 counter = activates human procaspase-7, counter-screen for procaspase-3 activators; P55210; recombinant procaspase-7, Ac-DEVD-pNA absorbance 405 nm; D23A/D198A/D206A triple mutant, cannot self-cleave; scale: DMSO 0, 5 µM enzyme 100; activation, % at 8.5 µM; 330,000 compounds, 0.093% hits; AID 463210;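 active = percent activation above the screen-wide mean plus 3 SD, cut at about 25% in these data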
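Assay system: Uncleavable procaspase-7 mutant enzyme | Input: 2 µM procaspase-7 mutant as dispensed | Timing: 1 h compound preincubation, 2 h substrate cleavage, 25 °C | Repeats: One well per compound | Control set: DMSO wells as 0%, DMSO with 5 µM added PC-7 as 100% | Technique: Epi-absorbance of released pNA at 405 nm, two timepoints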
proCasp3 act = activators of human procaspase-3 | P42574 | recombinant procaspase-3 D3A, Ac-DEVD-pNA absorbance 405 nm | activation, % at 8.5 µM | 330,000 compounds, 0.11% hits;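 active = activation above the mean of all tested compounds plus 3 SD, cut at about 21% in these data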;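 note: 0% = DMSO alone and 100% = DMSO wells spiked with extra 5 µM PC-3 D3A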
Target sequence (P42574 whole entry D9A/D28A/D175A): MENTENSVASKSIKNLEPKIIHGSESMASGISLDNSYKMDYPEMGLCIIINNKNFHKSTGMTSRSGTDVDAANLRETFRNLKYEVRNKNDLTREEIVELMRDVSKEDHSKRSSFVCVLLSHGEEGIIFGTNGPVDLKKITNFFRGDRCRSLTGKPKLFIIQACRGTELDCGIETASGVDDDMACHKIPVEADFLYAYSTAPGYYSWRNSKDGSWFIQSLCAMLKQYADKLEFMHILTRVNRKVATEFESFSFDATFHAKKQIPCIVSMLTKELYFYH
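Test system: Procaspase-3 D3A mutant; medium: Zinc-free HEPES/NaCl buffer with 0.01% Triton X-100 at pH 7.4; reagent: DEVD-pNA substrate; doses: one concentration, 8.5 µM nominal, 0.8% DMSO; times: 1 h preincubation plus 2 h reaction at 25 °C; signal: Epi-absorbance at 405 nm of released p-nitroaniline, 0 and 120 min; replicates: singlicate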
Active calls of the source: *; ? = inconclusive; · = no result given; & = joins results of further samples; [ ] = remark or other dose.

canonical_smiles	MEP2-GFP yeast	LAP4-GFP MLPCN	RPL19A-GFP yeast	JMJD2C inh	CR mimetic SO	AHR act	procasp7 counter	proCasp3 act
COc1cc2nc(CN3CCN(C(c4ccccc4)c4ccccc4)CC3)[nH]c(=O)c2cc1OC	100.7	105.1	99.8	-14.2	99.5	-0.7	1.7	5.9
COc1ccc(C)cc1NC(=O)CCN1CCN(C/C=C/c2ccccc2)CC1	105.6	84.0	100.3	11.4	83.1	-0.1	14.7	4.2
CN(C(=O)Cn1nnc(-c2ccc(F)cc2)n1)C1CCS(=O)(=O)C1 (centres undefined)	93.8	98.5	96.2	-9.6	97.5	-0.4	4.9	-0.7
Cc1ccc(OCC(=O)NC(=S)Nc2cccc(C)n2)cc1	102.7	98.2	105.6	-4.6	106.9	2.6	-7.8	0.6
COc1ccccc1C1/C(=C(\O)c2ccc3c(c2)OCCO3)C(=O)C(=O)N1CCCn1ccnc1 (centres undefined)	94.2	93.7	96.0	8.7	125.9	17.6	-33.0	-11.2
O=C(NCCN1CCCCC1)Nc1cccc(F)c1	107.7	94.4	101.8	-2.4	97.1	-0.9	7.9	6.2
O=C(CSc1nnc(Cc2ccccc2)n1-c1cccc(Cl)c1)NNC(=O)Cc1ccccc1	100.9	86.3	99.5	10.9	91.7	1.4	2.4	-4.7
O=C(Nc1cccc(F)c1)[C@@H]1CCCN1	102.1	101.5	99.8	5.6	97.1	-0.3	1.6	0.9
Cc1ccc(NC(=O)COC(=O)C(NS(=O)(=O)c2ccc(Cl)cc2)C(C)O)cc1C (centres undefined)	101.1	116.9	102.8	-4.3	107.4	28.1	0.9	2.5
COCCCNC(=O)C1CCC(CNS(=O)(=O)c2ccc3c(c2)CC(C)N3C(=O)C2CC2)CC1 (centres undefined)	108.8	98.4	100.8	21.7	93.5	1.4	-0.5	8.8
S=C(Nc1ccc2c(c1)OCO2)Nc1ccc2c(c1)OCO2	109.0	100.7	96.5	12.5	100.0	68.4*	-26.3	-14.3
Cc1nc2ccccc2c2oc(C(=O)NCCN3CCCCC3C)cc12 (centres undefined)	108.1	100.3	93.8	71.4	98.4	7.3	18.8	7.0
Nc1ncnc(N2CCc3ccccc32)c1[N+](=O)[O-]	99.6	114.6	98.0	-21.9	100.5	-2.9	3.5	-0.3
Cc1ccc(-c2nc3cc(NC(=O)C(C)C)ccc3o2)cc1C	103.0	109.7	107.5	-1.5	93.4	-14.8	2.2	2.7
O=C(c1ccc(COCC(F)(F)F)cc1)N1CCN(c2ccccn2)CC1	104.1	98.8	104.8	-5.1	106.6	4.4	2.9	1.3

In a second layout: results already given.
Each structure is followed by: MEP2-GFP yeast | LAP4-GFP MLPCN | RPL19A-GFP yeast | JMJD2C inh | CR mimetic SO | AHR act | procasp7 counter | proCasp3 act
S=C(Nc1ccc2c(c1)OCO2)Nc1ccc2c(c1)OCO2
 : 109.0 | 100.7 | 96.5 | 12.5 | 100.0 | 68.4* | -26.3 | -14.3
Cc1nc2ccccc2c2oc(C(=O)NCCN3CCCCC3C)cc12 (centres undefined)
 : 108.1 | 100.3 | 93.8 | 71.4 | 98.4 | 7.3 | 18.8 | 7.0

(listing goes on)
canonical_smiles	MEP2-GFP yeast	LAP4-GFP MLPCN	RPL19A-GFP yeast	JMJD2C inh	CR mimetic SO	AHR act	procasp7 counter	proCasp3 act
CN(C)CC(C)(C)CNC(C(=O)Nc1ccc(Cl)cc1C(F)(F)F)c1ccccc1 (centres undefined)	105.6	101.8	112.4	-4.7	102.3	-0.6	4.3	-13.6
COc1ccccc1N(CC(O)CN(c1ccccc1)S(C)(=O)=O)S(=O)(=O)c1ccccc1 (centres undefined)	98.2	98.5	99.8	25.5&5.8	96.7	-1.6	-1.9	-0.5
CCOC(=O)N1CCC(NC(=O)c2cc3c(-c4ccc(Cl)cc4)nn(C)c3s2)CC1	113.6	104.7	100.5	·	108.2	33.2	-1.4	4.0
COc1ccc(N(C(=O)CCC(=O)Nc2cc(C)on2)C(C(=O)NC2CCCC2)c2ccco2)cc1 (centres undefined)	91.2	98.7	101.8	-1.7	103.8	-0.1	2.1	2.8
Cc1cn([C@H]2C=C[C@@H](CO)O2)c(=O)[nH]c1=O	97.9&99.3	95.7&110.9	98.2&103.8	2.6&7.6	97.0&66.9	0.2&-0.5	4.2&6.1	0.9&14.1
CCOC(=O)N1CCN(C(=O)C(C)n2nc(C)n3c(cc4sccc43)c2=O)CC1 (centres undefined)	107.6	99.1	101.1	6.5	96.3	1.5	-0.4	8.4
Cc1ccc(NC(=O)C(=O)NCc2ccc(/C=N/NC(=O)c3c(C)nc4cc(C)ccn34)o2)cc1	100.8	95.8	113.0	15.5	92.6	2.3	-3.0	-0.4
CCOC(=O)N1CCN(S(=O)(=O)c2ccc(C(=O)N(CCCN(C)C)c3nc4cc(OC)ccc4s3)cc2)CC1	107.1	94.2	105.0	?	102.0	-2.7	-3.6	-9.4
CN(CC(=O)Nc1ccc(S(=O)(=O)N(C)C)cc1)Cc1ccc(C(F)(F)F)cc1	102.6	102.2	100.2	-0.4	98.5	-0.5	6.6	7.9
Cc1cccc(OCc2nnc(SCC(=O)N3CC(=O)Nc4ccccc43)o2)c1	95.2	95.0	93.1	2.0	100.5	7.9	-0.9	2.3
COC(=O)CCCn1nc(NC(=O)c2ccco2)cc1C	96.1	95.9	97.2	-7.1	110.5	-0.6	-3.5	2.6
CCn1c(CC(=O)Nc2ccccc2C)nnc1SCC(=O)NC1CCCC1	101.8	101.3	98.6	-0.8	103.9	-0.9	9.4	-4.5
CCCn1c(=O)c(C(=O)Nc2cccc(C)n2)c(O)c2ccccc21	101.8	79.1	102.1	4.4	100.7	17.6	4.4	-8.3
CCN1CCN(Cc2oc(CO)cc(=O)c2O)CC1	99.0	108.5	97.9	6.8	99.3	-1.0	9.9	-3.8
CCOc1ccc(CNS(=O)(=O)c2cc(CN3C(=O)c4cccnc4C3=O)ccc2OC)cc1	108.8	100.2	100.7	8.9	97.0	3.7	0.5	-5.8
CC(C)Oc1cccc(C(=O)NC(=S)NCc2cccnc2)c1	103.8	90.3	107.9	9.4	83.3	6.0	9.2	1.6
Cc1cccc(N2CCN(Cc3nc(C4CC4)no3)CC2)n1	88.3	94.5	92.7	3.1	105.3	4.0	9.6	4.0
Cc1cc(NC(=O)COC(=O)C(Cc2ccccc2)NC(=O)c2ccco2)no1 (centres undefined)	86.0	·	99.6	4.8	102.9	1.4	2.7	1.3
Cn1c(=O)c2c(ncn2Cc2cc(-c3ccccc3)no2)n(C)c1=O	105.0	97.4	96.8	-5.0	107.0	5.5	-2.5	4.2
O=C(Nc1ccc(Br)cn1)c1cccc(-c2cc3ccccc3oc2=O)c1	103.5	96.0	95.9	8.3	102.3	21.6	10.4	-0.3
COc1ccc(N(C)S(=O)(=O)c2cccc3cccnc23)c(OC)c1	97.6	99.4	95.3	-12.8	101.4	4.3	-5.0	-6.6
Cc1ccc(C(=O)NCCc2ccccc2)cc1S(=O)(=O)N1CCOCC1	102.5	96.7	101.4	·	91.6	4.9	-1.9	2.0
COc1ccc(Cl)cc1-c1nc(N)nc(NC2CCCCC2)n1	101.8	92.1	95.4	-6.4	108.0	6.3	7.6	7.1
O=C(Cc1c[nH]c2ccccc12)OCCOC(=O)Cc1c[nH]c2ccccc12	93.9	96.3	97.7	-1.8	107.4	16.5	-0.8	-2.0
COc1ccc(CC(=O)OCC(=O)Nc2ccc(Cl)cc2C)cc1	102.6	93.3	97.7	-2.3	92.8	-0.8	1.1	9.5
Nc1nc(NCc2ccco2)nc(Nc2ccc(F)cc2)c1[N+](=O)[O-]	103.2	102.9	93.2	4.9	92.2	113.0*	10.6	10.9
CC(C)(C)N1C(=O)Cc2c1nc(N)c1c(N)nc(N3CCCCC3CO)c(C#N)c21 (centres undefined)	100.4	94.6	98.6	-9.3	94.3	3.6	-25.2	-9.0
Cc1ccc(CNC(=O)Cn2cccc2)cc1	98.8	79.1	92.6	1.6	98.1	-1.7	2.6	-6.0
CC(=O)c1cccc(OCc2cc(C(=O)N3C[C@@H](C)O[C@@H](C)C3)no2)c1	101.5	107.0	102.2	-8.7	87.8	4.2	-12.1	-3.9
COc1ccc(N2CCN(C(=O)c3ccc(CS(=O)c4cccc(C)c4)o3)CC2)cc1 (centres undefined)	114.1	111.1	104.3	-2.1	89.0	2.8	5.8	1.6
COc1ccc(C(=O)N2CCN(S(=O)(=O)c3ccc(F)cc3)CC2)cc1OC	99.5	95.2	102.5	1.6	96.0	0.9	-2.1	7.4
CCC(C)Cn1c(C)nc2ccccc21 (centres undefined)	89.5	84.5	89.1	5.0	89.5	0.7	11.7	-3.7
CCc1nc(SCC(=O)NNC(=O)c2ccc(OC)cc2)c2ccccc2n1	94.4	97.6	93.4	11.0	99.2	19.4	2.4	10.4
Clc1ccc(N2COC3c4cccc5cccc(c45)C32)cc1 (centres undefined)	105.1	96.1	100.8	-22.5	100.2	60.1*	8.3	6.0
O=C(NC(=S)Nc1cc(Cl)ccc1N1CCOCC1)c1ccccc1[N+](=O)[O-]	95.5	96.5	104.2	-5.4	106.1	3.6	5.6	-2.6
CCOC(=O)c1sc2nc(-c3ccccc3)ccc2c1N	110.0	108.9	99.5	-1.3	103.8	4.4	19.4	8.8
C=CCc1cccc2cc(C(=O)Nc3ccc(F)cc3)c(=O)oc12	87.0	92.0	101.6	9.2	95.5	11.8	4.1	8.3
CCCCNC(=S)N1CCN(c2ccccc2Cl)CC1	94.0	112.7	97.7	5.0	87.2	-0.9	-6.4	-1.4
CCOc1ccc(NC2=CC(=O)CC(c3ccco3)C2)cc1 (centres undefined)	99.2	91.8	98.8	6.8	110.3	33.1	4.9	4.3
COc1ccccc1N=Nc1c(C)noc1C	101.6	143.5	98.6	-2.2	106.6	5.8	2.0	-3.6
N#CC1=C2SCN(Cc3ccccc3)CN2C(=O)CC1c1ccc2c(c1)OCO2 (centres undefined)	103.1	106.7	96.8	81.2&4.9	105.6	2.2	-17.2	-16.8
CN(CCc1ccccn1)C(=S)Nc1ccc(Cl)c(Cl)c1	93.0	88.0	88.2	26.3	89.1	-5.5	-21.6	-3.4
CC(=O)Nc1ccc(OCc2cccc([N+](=O)[O-])c2)cc1	101.5	93.8	102.2	2.7	121.7	-1.7	4.7	1.5
O=C1C2CCCN2C(c2ccc(Cl)cc2)N1c1nccs1 (centres undefined)	110.6	95.0	102.2	9.7	92.9	4.7	-2.5	-9.6
Cc1cc(Cl)nc(Cl)c1C(=O)NCc1ccc(Cl)cc1	101.7	105.8	96.5	-7.8	102.0	1.1	-6.5	3.4
CCOC(=O)c1c(CN2CCOCC2)n(-c2ccccc2)c2ccc(O)cc12	240.2*[may fluoresce violet]	129.4[may fluoresce violet]	14.2*[may fluoresce violet]	-1.4	101.7	0.1	6.0	0.6
C=C(C)CN(CC)C(=O)CC1C(=O)NCCN1CC(C)(C)C (centres undefined)	108.9	96.4	106.3	-4.2	80.5	0.7	2.7	2.4
